POLI inh: qHTS for Inhibitors of Polymerase Iota. DNA polymerase iota (Homo sapiens), Q9UNA4. AID 588590, 2011. Potency, µM (titrated, usually from 115 µM), for inactives: at the highest dose activity, negative = inhibition, usual class: inhibitors. actives 1% (n = 390,000). Pol iota fluorescent replication assay, 10 min
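Fluorescent replication assay read twice, at 0 min and 10 min after adding 50 nM (final) substrate. Enzyme (10 nM) and compounds were first incubated 15 min at room temperature; enzyme-free buffer wells were negative controls.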
Tb PGK inh: qHTS Assay to Find Inhibitors of Phosphoglycerate Kinase; Phosphoglycerate kinase, glycosomal (Trypanosoma brucei brucei), P07378; PGK/GAPDH coupled, Kinase-Glo luminescence, 60 min; Potency, µM (titrated, usually from 57.5 µM), for the others: at the top dose activity change, negative = inhibition, hits mostly inhibitors; actives 0.043% (n = 380,000); further: on the % scale 0 is the no-effect control and ±100 the full control effect; nearly all actives have a fitted effect of over 60% in size
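Luminescent ATP detection (Kinase-Glo Plus) follows a 60-minute room-temperature incubation, with wells lacking PGK as controls. Buffer: 100 mM TEA (pH 7.6), 5 mM MgCl2, 0.01% Tween-20. Coupling enzyme GAPDH (100 nM final) supplies unstable 1,3-BPG in-well.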
Pin1 inhibitor: qHTS Assay to Find Inhibitors of Pin1; AID 504891, 2011; actives 0.009% (n = 390,000); Pin1 FP peptide displacement, HiFluor488, 10 min; Peptidyl-prolyl cis-trans isomerase NIMA-interacting 1 (Homo sapiens), Q13526; Potency, µM (titrated, usually from 115 µM), without a hit: at the top dose activity, negative = inhibition, actives largely listed as inhibitors; active means well fitted inhibition curve with a large enough effect in the polarisation, with a control signal flat, not every such curve was filed as active; inconclusive means small, poorly fitted or top-dose-only effect, or effect the other way, or a change in a side signal; inactive means no such curve, though single readings can be large or run the other way; the % refers to the polarisation; further: on the % scale 0 is the no-effect control and ±100 the full control effect
JMJD2A Tudor: qHTS Assay for Inhibitors of JMJD2A-Tudor Domain | Lysine-specific demethylase 4A (Homo sapiens), O75164 | AlphaScreen JMJD2A-Tudor / H3K4me3 peptide binding | Potency, µM (series often up to 114 µM), inactives show at the highest dose activity change, negative = inhibition, most hits filed as inhibitors | actives 4.4% (n = 390,000); further: on the % scale 0 is the no-effect control and ±100 the full control effect; nearly all actives have a fitted effect of over 50% in size
BLM inh: qHTS Assay for Inhibitors of Bloom's syndrome helicase (BLM). recombinant BLM DNA unwinding, fluorescence dequenching. Potency, µM (titrated, usually from 56.1 µM), for the others: at the top dose activity change, negative = inhibition, usual class: inhibitors. actives 0.2% (n = 350,000). AID 2528, 2010;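 further: plate controls were vehicle for no effect and no enzyme for full effect; nearly all actives have a fitted effect of over 35% in size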
HP1b chromo inh: HTS for Inhibitors of HP1-beta Chromodomain Interactions with Methylated Histone Tails. Chromobox protein homolog 1 (Homo sapiens), P83916. actives 0.56% (n = 390,000). Potency, µM (highest dose often 114 µM), inactives show top-dose activity change, negative = inhibition, most hits filed as inhibitors. AlphaScreen HP1-beta / biotin-H3K9me3 peptide binding; further: nearly all actives have a fitted effect of over 70% in size; inactives centre near 23
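AlphaScreen: HP1-beta (50 nM) preformed 30 min with biotin-H3(1-18)K9me3 peptide (50 nM) in PBS pH 7.4, 0.01% Tween-20. Compound added for 30 min at RT, then streptavidin donor/nickel chelate acceptor beads (10 ug/mL) for 30 min.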
GLS inhibitor: qHTS for Inhibitors of Glutaminase (GLS). GLS enzymatic activity, qHTS titration. Potency, µM (series often up to 45.5 µM), inactives show top-dose activity change, negative = inhibition, actives largely listed as inhibitors. AID 624170, 2012. actives 0.21% (n = 410,000); further: on the % scale 0 is the no-effect control and ±100 the full control effect
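Compounds were pin-transferred onto hKGA, after which L-glutamine (1 mM solution) and a detection mix of glutamate oxidase, HRP and Amplex Red were added. Initial and 30 min RT fluorescence reads were collected.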
G9a inh: qHTS Assay for Inhibitors of Histone Lysine Methyltransferase G9a; Histone-lysine N-methyltransferase EHMT2 (Homo sapiens), Q96KQ7; G9a H3K9 monomethylation, AlphaScreen, 2 h; Potency, µM (highest dose often 102 µM), inactives show at the highest dose activity, negative = inhibition, hits mostly inhibitors; actives 8.8% (n = 350,000); AID 504332, 2011; further: on the % scale 0 is the no-effect control and ±100 the full control effect; nearly all actives have a fitted effect of over 75% in size
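G9a (20 nM) was preincubated 15 min with compound, then reacted 2 h at room temperature with 500 nM biotin-H3K9 peptide and 20 µM SAM. Monomethyl-H3K9 detected by AlphaScreen using anti-H3K9me1 antibody.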
BAZ2B inh: qHTS Assay for Inhibitors of BAZ2B; actives 4.4% (n = 360,000); Bromodomain adjacent to zinc finger domain protein 2B (Homo sapiens), Q9UIF8; Potency, µM (series often up to 114 µM), inactives show top-dose activity change, negative = inhibition, actives largely listed as inhibitors; AlphaScreen BAZ2B-H3K14Ac peptide displacement; further: on the % scale 0 is the no-effect control and ±100 the full control effect; nearly all actives have a fitted effect of over 60% in size
Target sequence (Q9UIF8 whole entry, looked up, the tested form may be a part): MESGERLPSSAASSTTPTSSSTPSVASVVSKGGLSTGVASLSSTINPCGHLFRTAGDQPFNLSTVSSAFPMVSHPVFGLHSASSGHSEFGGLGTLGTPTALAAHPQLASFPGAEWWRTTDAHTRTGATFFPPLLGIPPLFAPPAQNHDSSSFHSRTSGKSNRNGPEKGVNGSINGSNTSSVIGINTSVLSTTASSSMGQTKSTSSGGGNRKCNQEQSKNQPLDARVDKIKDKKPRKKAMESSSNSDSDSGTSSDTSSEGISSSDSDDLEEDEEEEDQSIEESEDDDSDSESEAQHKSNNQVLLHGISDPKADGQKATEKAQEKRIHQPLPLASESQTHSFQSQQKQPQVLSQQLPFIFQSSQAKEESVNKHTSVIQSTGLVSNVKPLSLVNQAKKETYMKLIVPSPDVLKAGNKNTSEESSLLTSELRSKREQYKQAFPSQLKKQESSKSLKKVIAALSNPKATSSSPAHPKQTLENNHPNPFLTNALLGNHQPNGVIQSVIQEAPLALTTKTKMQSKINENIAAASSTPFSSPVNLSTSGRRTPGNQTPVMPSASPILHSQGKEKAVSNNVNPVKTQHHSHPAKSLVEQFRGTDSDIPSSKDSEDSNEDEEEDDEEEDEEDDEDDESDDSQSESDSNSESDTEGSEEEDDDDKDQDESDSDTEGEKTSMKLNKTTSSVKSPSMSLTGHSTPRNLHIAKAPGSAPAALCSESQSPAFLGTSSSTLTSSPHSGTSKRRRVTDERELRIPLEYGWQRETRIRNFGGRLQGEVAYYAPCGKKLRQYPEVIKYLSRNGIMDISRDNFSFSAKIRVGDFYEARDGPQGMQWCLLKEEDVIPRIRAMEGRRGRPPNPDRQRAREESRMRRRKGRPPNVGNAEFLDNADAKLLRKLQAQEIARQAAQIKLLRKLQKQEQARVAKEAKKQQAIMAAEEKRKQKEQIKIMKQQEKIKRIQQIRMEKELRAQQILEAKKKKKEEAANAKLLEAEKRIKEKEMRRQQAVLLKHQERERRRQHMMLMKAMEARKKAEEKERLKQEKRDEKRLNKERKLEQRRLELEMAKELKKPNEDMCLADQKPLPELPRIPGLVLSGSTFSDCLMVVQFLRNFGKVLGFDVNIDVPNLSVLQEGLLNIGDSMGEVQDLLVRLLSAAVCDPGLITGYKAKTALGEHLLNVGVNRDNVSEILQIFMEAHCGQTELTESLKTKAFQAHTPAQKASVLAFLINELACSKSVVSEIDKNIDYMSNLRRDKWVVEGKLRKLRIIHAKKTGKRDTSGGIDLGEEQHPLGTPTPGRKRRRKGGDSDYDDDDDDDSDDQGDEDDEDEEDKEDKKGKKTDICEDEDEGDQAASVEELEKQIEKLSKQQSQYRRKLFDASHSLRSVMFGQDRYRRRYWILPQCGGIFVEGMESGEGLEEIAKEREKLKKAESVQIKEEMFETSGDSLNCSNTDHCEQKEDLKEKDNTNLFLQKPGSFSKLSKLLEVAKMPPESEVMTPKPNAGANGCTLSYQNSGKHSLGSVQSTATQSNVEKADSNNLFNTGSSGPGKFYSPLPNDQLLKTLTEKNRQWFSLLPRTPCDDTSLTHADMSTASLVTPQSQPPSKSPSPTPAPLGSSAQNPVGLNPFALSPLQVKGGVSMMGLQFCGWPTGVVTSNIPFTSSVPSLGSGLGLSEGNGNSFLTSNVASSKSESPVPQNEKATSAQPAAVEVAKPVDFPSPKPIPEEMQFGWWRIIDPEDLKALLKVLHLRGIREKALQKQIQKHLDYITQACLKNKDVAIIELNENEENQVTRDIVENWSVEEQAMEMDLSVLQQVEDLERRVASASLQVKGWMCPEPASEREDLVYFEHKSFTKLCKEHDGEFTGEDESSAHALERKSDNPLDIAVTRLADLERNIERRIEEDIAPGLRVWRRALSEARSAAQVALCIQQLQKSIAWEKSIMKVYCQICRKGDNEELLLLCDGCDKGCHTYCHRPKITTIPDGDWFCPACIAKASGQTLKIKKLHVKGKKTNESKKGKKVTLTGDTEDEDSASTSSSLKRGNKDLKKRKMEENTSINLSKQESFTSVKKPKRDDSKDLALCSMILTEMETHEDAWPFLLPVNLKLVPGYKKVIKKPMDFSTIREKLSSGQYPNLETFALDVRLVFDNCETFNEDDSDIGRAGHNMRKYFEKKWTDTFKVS
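AlphaScreen displacement of biotin-H3(5-23)K14Ac peptide (50 nM final) from BAZ2B (50 nM final) in PBS pH 7.4, 0.01% Tween-20; complex preformed 30 min RT, then compounds (top 110 uM) 30 min RT, beads 20 min dark.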
Numbers without * were called inactive; i = inactive; ? = inconclusive; . = not tested or not shown; [ ] = dose if it differs, or a comment. Unless noted, the call rests on the fitted dose curve; in most records, active means well fitted curve in the direction sought with a large enough effect; inconclusive means small, poorly fitted or top-dose-only effect, or another doubt; inactive means no such curve, though single readings can be large; an effect the other way counts as inactive or inconclusive. Potency means the concentration at half of the fitted maximal effect. Some of the compounds tested; count on the stated rates, not on these rows.

Compound	POLI inh	Tb PGK inh	Pin1 inhibitor	JMJD2A Tudor	BLM inh	HP1b chromo inh	GLS inhibitor	G9a inh	BAZ2B inh
C/C(=N\NC(=O)c1cc([N+](=O)[O-])cc([N+](=O)[O-])c1)c1ccco1	16%	-6%	-10%	-13%	1%	18%	1%	.	-10%
CCN(c1ccccc1)S(=O)(=O)c1ccc(NC(=O)c2nc(SC)ncc2Cl)cc1	20%	-8%	-2%	-15%	-4%	29%	-9%	-1%[59 µM]	-14%
Cc1cc(OC(=O)c2ccc(S(=O)(=O)N3CCOCC3)cc2)c([N+](=O)[O-])c(=O)[nH]1	17%	3%	-7%	-16%	-3%	36%	1%	56µM*	?
Cn1c(=O)[nH]c(=O)c2c1nc(N1CCN(C(=O)c3ccco3)CC1)n2CCCSc1ncccn1	30%	i	-16%	-5%	.	52%[activator]	-7%	.	.
Cc1noc(NS(=O)(=O)c2ccc(NC(=O)CS(=O)(=O)c3ccccc3)cc2)c1C	-9%	i	2%	-15%	-3%	34%[activator]	0%	-12%[12.7 µM]	2%
CC1CC2c3cccc(C(=O)O)c3C(=O)N2c2ccc(Cl)cc21 (centres undefined)	26%	-10%	-7%	3%	-1%	42%[activator]	6%	18%	.
CC(C)(C)c1ccc(C(=O)NCC(=O)N/N=C/c2cccnc2)cc1	30%[activator]	i	4%	-8%	0%	40%[activator]	7%	4%	0%
O=C(COC(=O)CCc1ccc(S(=O)(=O)N2CCOCC2)cc1)NC1CCCCCC1	-6%	-1%	-2%	-4%	-2%	29%	5%	-6%[59 µM]	0%
COc1ccc(CCNc2c3ccccc3nc3ccccc23)cc1OC	?	4%	-4%	1%	91%[activator]	23%	-18%	?	-15%
Oc1cccc(/C=N/c2c(-c3ccco3)nc3ccccn23)c1	25µM*	.	?	?	-8%	?	0%	50µM*	56µM*
CCCC(=O)NC(NC(=S)Nc1ccc(N=Nc2ccccc2)cc1)C(Cl)(Cl)Cl (centres undefined)	23%	i	-2%	?	5%	-15%	8%	-3%[59 µM]	-32%
Cc1cccc(N2CN(Cc3ccco3)CNC2=S)c1C	6%	3%	8%	-10%	1%	11%	4%	8%[59 µM]	1%
COc1ccc(C(=O)NC(=S)N2CCC(C)CC2)cc1	5%	-4%	-7%	-12%	-3%	19%	21%	16µM*	-20%
COC(=O)C1=C(C)Nc2nnnn2C1c1ccc(Cl)cc1Cl (centres undefined)	1%	-9%	1%	-8%	-2%	2%	12%	4%[12.7 µM]	4%
NC(=O)c1ccccc1N	30%[activator]	-11%	-2%	-21%	.	130%[activator]	0%	.	.
COc1ccc(-c2ccc(/C=C3\C(=O)N(c4ccccc4)N=C3c3ccccc3)o2)c([N+](=O)[O-])c1	6%	-2%	-10%	?	-3%	3.5µM*	-2%	7.1µM*	8.9µM*
Cc1ccc(NC(=S)NN2CCN(C)CC2)cc1	-19%	5%	2%	-22%	1%	15%	9%	28%[59 µM]	13%
COc1cccc(NC(=O)NC(C)C2CC3CCC2C3)c1 (centres undefined)	79%[activator]	-5%	-6%	-16%	-6%	30%	0%	6%	-24%
O=C(COc1ccc(Cl)cc1Cl)N(Cc1ccco1)C1CCS(=O)(=O)C1 (centres undefined)	-7%	4%	-5%	-16%	-2%	15%	0%	5%[59 µM]	.
Cc1ccc(S(=O)(=O)NCC(=O)N/N=C/c2ccc(Cl)cc2)cc1	18%	-1%	2%	-15%	-13%	19%	-1%	54%[activator][59 µM]	32%[activator]
Cc1cc(C)cc(SCc2noc(C(=O)NCCC(C)C)c2C(=O)NCCC(C)C)c1	19%	10%	?	30%	.	92%[activator]	-5%	.	.
O=C(N/N=C/c1cccc(Oc2ccc([N+](=O)[O-])cc2[N+](=O)[O-])c1)c1cncc(Br)c1	-9%	2%	18%	-9%	-15%	17%	-10%	-22%	-38%
Cc1cccc(-c2csc(N)c2C(=O)OC(C)C)c1	-4%	i	9%	?	-11%	-25%	?	?	?
COc1cc(OC)cc(-c2nnc(SCC(=O)c3ccc([N+](=O)[O-])cc3)o2)c1	33%[activator]	0%	-1%	2%	-3%	44%[activator]	0%	6%[59 µM]	-17%
COc1cccc(NC(=O)Cn2c(CCC(=O)O)ccc2-c2ccccc2)c1	-19%	1%	7%	-10%	-4%	5%	3%	-37%	-32%
CCC(=O)N1CCN(c2nc3c(C)cccc3s2)CC1	21%	-7%	2%	-1%	-3%	44%[activator]	5%	-2%[59 µM]	-1%
O=C(NCC1COc2ccccc2O1)C1C2C=CC3(CN(Cc4cccs4)C(=O)C13)O2 (centres undefined)	-3%	-1%	5%	-21%	2%	27%	2%	6%	0%[57.1 µM]
CCCCn1nc(NC(=O)COC)c2cc3cc(OC)ccc3nc21	14%	-8%	-4%	56%[activator]	-2%	115%[activator]	-4%	130%[activator]	57%[activator]
CCC(C)[C@H]1CNC(=S)N1CCc1cccc2ccccc12 (some centres undefined)	-14%	-1%	-3%	-31%	-9%	18%	5%	3%[59 µM]	-23%
COc1ccc(C(=O)C2CCN(CC(=O)NCc3ccccc3)CC2)cc1	129%[activator]	3%	2%	-5%	2%	30%	-2%	4%	0%
COC(=O)c1cc2c(ccn2-c2ccc(F)cc2)n1Cc1ccc(C#N)cc1	136%[activator]	-3%	11%	?	-5%	10%	63%[activator]	?	?
CS(=O)(=O)N(CC(=O)NCc1ccccn1)c1ccc2c(c1)OCCO2	-1%	-6%	2%	-21%	-8%	-10%	-4%	?	15%
CN1CCN(C2=Nc3c(Cl)cc(Cl)c4cccc2c34)CC1	-25%	0%	?	50µM*	26%	?	6%	?	28µM*
Cc1cc(C(=O)Nc2c(F)cc(F)cc2Br)cs1	23%	i	-5%	-11%	0%	57%[activator]	-5%	.	15%
COC(=O)C1=C(C)Nc2c(c(=O)n(C)c(=O)n2C)C1c1ccc(C)cc1 (centres undefined)	109%[activator]	6%	-1%	-11%	4%	19%	?	6%	-8%
CSCCC(NS(=O)(=O)c1ccc(Cl)cc1)C(=O)OCC(=O)N1CCCc2ccccc21 (centres undefined)	35%	-14%	6%	-29%	-8%	20%	-5%	?	-4%
Cc1ccccc1S(=O)Cc1ccc(C(=O)NCc2ccccc2Cl)o1 (centres undefined)	-3%	-2%	-3%	-19%	4%	4%	-16%	-33%[59 µM]	.
CCCCNC(=O)COC(=O)c1ccc(F)cc1Cl	-17%	8%	-2%	6%	2%	35%	3%	34%	-2%
CCOc1ccc(S(=O)(=O)NCCC(=O)NC(C)CCc2ccccc2)cc1 (centres undefined)	30%[activator]	i	4%	-12%	.	19%	5%	-2%	10%
O=C(O)CCCSc1nccn1-c1ccccc1	69%[activator]	-6%	-2%	4%	1%	45%[activator]	5%	1%	-8%
COc1cccc(C2(C)NC(=O)N(CC(=O)Nc3ccc(N4CCOCC4)cc3)C2=O)c1 (centres undefined)	4%	-7%	-5%	-11%	.	30%	22%	.	.
CC1CCN(C(=O)c2cccc(NC(=O)c3nsc4ccccc34)c2)CC1	-17%	-3%	-2%	?	-7%	20%[57 µM]	2%	-4%[59 µM]	0%
O=C(CSc1nnc(-c2cccnc2)s1)Nc1ccnc2ccccc12	188%[activator]	-5%	51%[activator]	-8%	-11%	43%[activator]	1%	?	-6%
CC(=O)Nc1ccccc1-c1nnc(SCc2ccccc2Cl)[nH]c1=O	22%	-1%	-2%	7%	-4%	37%	.	-4%	-1%
Cc1cc(Nc2ccccc2)n(C(=O)c2ccccc2)n1	13%	1%	-7%	39%[activator]	-4%	77%[activator]	9%	0%	-4%
Cc1cccn2cc(CSc3nnc(Nc4ccc(C(C)C)cc4)s3)nc12	2%	-2%	1%	-29%	-5%	14%	1%	40µM*	-37%
COCCCN(CC(=O)NCc1ccccc1)S(=O)(=O)c1ccc(C)cc1	0%	-5%	-1%	-16%	-6%	37%	4%	-3%	-1%
COc1ccc(-c2cc3ccc(O)c(CN4CCCC4)c3oc2=O)cc1OC	0%	-5%	?	-8%	1%	32%[57 µM]	1%	-30%[59 µM]	11%

Arranged by formula weight (descending): 3 of the compounds above
Compound	POLI inh	Tb PGK inh	Pin1 inhibitor	JMJD2A Tudor	BLM inh	HP1b chromo inh	GLS inhibitor	G9a inh	BAZ2B inh
Cc1cc(OC(=O)c2ccc(S(=O)(=O)N3CCOCC3)cc2)c([N+](=O)[O-])c(=O)[nH]1	17%	3%	-7%	-16%	-3%	36%	1%	56µM*	?
COCCCN(CC(=O)NCc1ccccc1)S(=O)(=O)c1ccc(C)cc1	0%	-5%	-1%	-16%	-6%	37%	4%	-3%	-1%
COC(=O)C1=C(C)Nc2nnnn2C1c1ccc(Cl)cc1Cl (centres undefined)	1%	-9%	1%	-8%	-2%	2%	12%	4%[12.7 µM]	4%

Assay outcomes as filed in PubChem.
